XBP1 UPR activ: activators of adaptive XBP1 UPR arm, primary screen, cell-based, CHO-XBP1 luciferase reporter, luminescence, uHTS; 330,000 tested, 0.33% active; activation, % at 20 µM; IRE1-XBP1 UPR activation; percent of tunicamycin response, DMSO as zero; AID 463104, 2010;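 active means versus positive control, 20 µM dose yields 30% or more activation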;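 further: 100% = tunicamycin at 10 µg/mL and 0% = DMSO only wells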
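Material: IRE1-XBP1 luciferase reporter CHO line / Quantity: one thousand reporter cells per well / Buffer or medium: F12 with 10% serum / Compound: 20 µM single concentration, DMSO 1% / Times: 6 h treatment, 37 °C / Detection: Steady-Glo luciferase glow luminescence, 10 min after reagent addition / Benchmarks: tunicamycin high, DMSO low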
CHOP UPR activ: activators of apoptotic CHOP UPR arm, primary screen, cell-based, CHO-CHOP luciferase reporter, luminescence, uHTS; activation, % at 10 µM; AID 449763, 2010; 330,000 tested, 0.34% active; UPR activation; percent of tunicamycin response over DMSO baseline;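 active means at 10 µM dose, activation of 40% or more, normalized to positive control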;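 further: 100% = tunicamycin at 10 µg/mL and 0% = DMSO alone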
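Test system: CHO CHOP reporter cells. Input: 500 CHO-CHOP cells per well. Medium: F12 with 10% FBS. Technique: luciferase luminescence. Measure: percent activation relative to tunicamycin control. Dosing: 10 µM compound, 0.5% DMSO. Timing: 16-18 h cell attachment, then 6 h compound exposure, 37 °C.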
CCR6 antag: CCR6 receptor antagonists, primary screen, cell-based, CHO-K1, luminescence, beta-arrestin, uHTS. C-C chemokine receptor type 6 (Homo sapiens), P51684. CHO-K1 CCR6 PathHunter beta-arrestin, CCL20-stimulated. inhibition, % at 20 µM. 340,000 tested, 0.49% active;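 active means compounds whose inhibition of the agonist-driven luminescence signal at 20 µM reaches about 50%, limit read from the data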;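 further: cells stimulated with CCL20 at 14 nM final; plate controls were DMSO with CCL20 for no effect and DMSO without agonist for full effect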
Mdm2 MdmX PPI: inhibitors of human Mdm2-MdmX association, primary screen, cell-based, luminescence, split luciferase, SaOS-2, uHTS. 330,000 tested, 3% active. inhibition, % at 8 µM. SaOS-2 split-luciferase Mdm2/MdmX complementation;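 active means inhibition of at least 50% at 8 µM in the primary screen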
EBI2 antag: EBI2 receptor antagonists, beta-arrestin recruitment, primary screen, cell-based, luminescence, 7a,25-OHC stimulation, uHTS; G-protein coupled receptor 183 (Homo sapiens), P32249; 360,000 tested, 0.81% active; inhibition, % at 5 µM; 7a,25-OHC stimulated; in the data active means inhibition above about 38%;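 further: enzyme fragment complementation signal reports receptor beta-arrestin coupling in cells; 0% = agonist plus DMSO wells and 100% = wells without agonist; some results beyond the cut were filed as inactive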
Target sequence (P32249 whole entry, looked up, the tested form may be a part): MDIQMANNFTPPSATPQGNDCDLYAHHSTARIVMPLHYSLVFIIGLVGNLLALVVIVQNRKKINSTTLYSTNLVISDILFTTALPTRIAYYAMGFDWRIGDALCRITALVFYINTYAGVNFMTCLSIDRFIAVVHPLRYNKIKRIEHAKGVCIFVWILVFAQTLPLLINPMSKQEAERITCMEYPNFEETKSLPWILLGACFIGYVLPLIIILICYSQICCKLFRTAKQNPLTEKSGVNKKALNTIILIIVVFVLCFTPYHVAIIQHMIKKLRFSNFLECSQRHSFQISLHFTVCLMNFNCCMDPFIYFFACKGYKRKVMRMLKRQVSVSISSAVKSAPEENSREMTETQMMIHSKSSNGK
APJ agonist: agonists of human apelin receptor APJ, primary screen, CHO-K1 cells, PathHunter beta-arrestin, luminescence. 0% DMSO wells, 100% apelin. P35414. 330,000 tested, 0.11% active. AID 2520, 2010. activation, % at 20 µM;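 active means activation more than six SD over the plate average, tested at 20 µM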;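 further: 0% = DMSO alone and 100% = apelin-13 at 10 nM; some results filed as inactive read as strong as hits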
Target sequence (P35414 whole entry, looked up): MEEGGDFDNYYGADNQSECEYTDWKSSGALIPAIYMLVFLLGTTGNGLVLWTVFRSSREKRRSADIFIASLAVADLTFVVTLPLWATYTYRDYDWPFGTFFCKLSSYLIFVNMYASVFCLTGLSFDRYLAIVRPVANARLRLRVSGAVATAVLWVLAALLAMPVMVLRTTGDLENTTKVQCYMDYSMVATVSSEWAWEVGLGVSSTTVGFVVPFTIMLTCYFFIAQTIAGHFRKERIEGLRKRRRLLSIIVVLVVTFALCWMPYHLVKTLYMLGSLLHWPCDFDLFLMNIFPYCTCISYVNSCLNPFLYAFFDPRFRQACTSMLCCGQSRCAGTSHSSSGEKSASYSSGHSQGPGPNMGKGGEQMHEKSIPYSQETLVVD
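Assay system – PathHunter CHO-K1 APJ (AGTRL-1) beta-arrestin reporter cells · Compound – one dose, 20 µM compound, 1% DMSO · Timing – compound 90 min 25 °C, reagent 1 h · Measured by – luminescence from split beta-galactosidase complementation, Galacton Star/Emerald II substrate · Measure – beta-arrestin recruitment to APJ as agonist activity, luminescent signal · Benchmarks – DMSO vs Apelin-13 10 nM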
APJ antagonist: antagonists of human apelin receptor APJ, primary screen, CHO-K1 cells, beta-arrestin complementation, luminescence. P35414. inhibition, % at 20 µM. 330,000 tested, 0.32% active. AID 2521, 2010;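 active means inhibition above about 40% at 20 µM, limit read from the data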;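 further: cells challenged with 10 nM apelin-13 agonist together with compound; plate controls were apelin-13 plus DMSO wells for no effect and DMSO wells lacking apelin-13 for full effect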
CXCR6 block: CXCR6 receptor inhibitors, primary screen, cell-based, beta-arrestin, luminescence, CHO-K1 PathHunter, 1536-well. inhibition, % at 20 µM. 360,000 tested, 0.36% active. AID 602244, 2012; in the data active means inhibition above about 34%, passing the limit was not always enough;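 further: antagonist mode with CXCL16 agonist at 10 nM final; 0% = 10 nM CXCL16 with DMSO and 100% = unstimulated wells without agonist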
tim23-1 inh: growth inhibitors of tim23-1 mutant yeast, primary screen, luminescence, uHTS; S. cerevisiae tim23-1 growth, BacTiter-Glo luminescence, 24 h; inhibition, % at 20 µM; 330,000 tested, 1.3% active;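 active means growth inhibition of the mutant yeast at or above 50%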;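 further: temperature-sensitive mutant grown at 25 °C; plate controls were DMSO-treated mutant yeast for no effect and medium wells lacking yeast for full effect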
Numbers without * were called inactive. An excerpt; the hit share may differ from the screen's.

SMILES	XBP1 UPR activ	CHOP UPR activ	CCR6 antag	Mdm2 MdmX PPI	EBI2 antag	APJ agonist	APJ antagonist	CXCR6 block	tim23-1 inh
CN1CCN(C(=O)CC2C(=O)NCCN2Cc2ccc(-c3ccccc3)cc2)CC1 (stereo not given)	-4.7	-1.9	-3.2	3.1	-6.2	-3.2	2.7	5.0	16.4
CCN(CC)C(=O)Cc1ccccc1	-1.6	0.4	-3.2	6.1	1.0	-2.3	10.5	1.9	13.2
COC(=O)c1c(-c2ccc(Br)cc2)csc1NC(=O)Cc1ccc(OC)c(OC)c1	3.3	0.7	17.8	26.7	4.3	-2.2	3.0	-2.9	29.6
Cc1c(C(=O)O)sc2nc(SCC(=O)Nc3ccc(S(=O)(=O)NCCCC(=O)O)cc3)[nH]c(=O)c12	-0.2	-3.4	-1.8	-7.3	-6.6	-2.4	2.4	7.3	6.5
O=c1cc2n(c(=O)[nH]1)CCC1=C2CCCC1	-1.4	0.9	-13.1	10.0	-4.3	-0.1	-1.8	0.9	5.8
CSCCC(NC(=O)c1ccc(C(C)(C)C)cc1)C(=O)OCC(=O)N1CCCC1=O (stereo not given)	2.9	2.6	-8.9	12.2	-7.7	-2.6	0.9	-11.4	9.8
O=C(Cn1c(=O)oc2cc(S(=O)(=O)N3CCCC3)ccc21)NC1CCCCC1	-3.0	3.3	-4.0	13.5	-4.6	-3.9	-3.7	8.3	-6.3
O=C(CN1C(=O)NC(Cc2c[nH]c3ccccc23)C1=O)Nc1cccc(S(=O)(=O)N2CCCCCC2)c1 (stereo not given)	-2.5	-1.0	4.8	9.0	-2.5	2.7	-13.7	-14.7	6.5
Cc1ccc(C(=O)OCC(=O)NCCNC(=O)COC(=O)c2ccc(C)s2)s1	1.1	-0.5	8.9	24.4	-6.3	-5.8	4.2	-2.9	-13.2
O=C(Cc1ccccc1)N(c1ccc(F)cc1)C1C=CS(=O)(=O)C1 (stereo not given)	2.1	1.5	1.0	19.5	-4.4	-2.8	9.5	-2.9	10.4
O=C(Cc1ccc([N+](=O)[O-])cc1)Nc1ccc(O)cc1C(=O)O	-2.7	-0.7	2.0	11.0	-11.3	6.1	-4.2	-9.8	11.2
CC1=C/C(=C(/c2cc(C)c(O)c(Br)c2)c2ccccc2S(=O)(=O)O)C=C(Br)C1=O	-8.5	-2.2	64.0*	33.3	16.1	-10.5	45.6*	43.2*	49.7
c1cc2c(cc1-c1[nH]ncc1CN1CC3C[C@@H]4CC1C[C@H](C3)C4)OCO2	-2.3	-1.5	9.0	-28.2	-3.9	-0.2	-36.6	4.7	-20.3
CN(Cc1ccc(F)cc1)C(=O)c1cccc(OC2CCN(C3CCCC3)CC2)c1	-1.3	0.0	-9.4	7.5	8.5	-2.0	3.9	5.7	18.9
N#Cc1c(F)cccc1N1CCN(Cc2ccc3c(c2)OCO3)CC1	0.2	1.2	17.9	3.2	5.3	-1.0	-1.1	7.4	21.7
COc1ccc(C(=O)OCC(=O)c2c[nH]c3ccccc23)c(OC)c1	2.6	6.1	1.0	-81.8	-6.0	2.2	-6.1	0.0	-13.1
O=C(CCSCCC(=O)NCc1cccs1)NCc1cccs1	1.1	-1.9	26.3	-4.4	-2.6	-1.9	-15.6	-2.1	13.8
O=C1CCc2nc3ccccc3c(=O)n2N1	-4.0	-1.8	-12.7	16.1	-24.5	1.2	-1.9	12.6	-2.1
COc1ccc(C(C)(C)C)cc1S(=O)(=O)N1CCC(C(N)=O)CC1	3.0	0.4	1.8	-12.3	4.2	-2.5	2.6	5.0	3.7
Cc1cc(NC(=S)N(CCCN2CCOCC2)Cc2ccco2)ccc1Cl	-3.0	0.8	20.7	14.1	-12.4	-1.0	2.0	-13.0	19.2
O=C(CCC(=O)c1cccs1)OCC(=O)c1ccccc1	-2.9	0.5	6.8	3.3	-3.1	-3.2	2.2	-3.6	17.1
Cc1ccc(C(=O)CC2(O)C(=O)N(Cc3ccccc3)c3ccccc32)o1 (stereo not given)	-2.9	-1.8	1.0	-0.1	6.4	-2.0	4.1	8.2	10.7
CCOC(=O)c1cnc(SCC(=O)N2CCN(C(=O)c3ccco3)CC2)nc1N	-1.4	0.2	7.0	4.8	2.2	-3.6	8.0	-1.7	5.2
CC(C)SCC(=O)Nc1ncc2c(n1)-c1ccccc1CC2	-1.0	1.3	-6.3	9.4	-5.4	3.2	-48.6	-14.6	6.0
COc1cccc(C(=O)Nc2nnc(S(=O)(=O)N3CCCCC3)s2)c1	5.7	-2.2	1.2	17.1	-4.9	-3.1	4.1	0.7	15.8
SMILES	XBP1 UPR activ	CHOP UPR activ	CCR6 antag	Mdm2 MdmX PPI	EBI2 antag	APJ agonist	APJ antagonist	CXCR6 block	tim23-1 inh
C[C@]12c3[nH]c4ccccc4c3CCN1C(=O)C(CC(=O)NCC13CC4CC(CC(C4)C1)C3)C[C@@H]2C(=O)N1CCOCC1 (stereo not given in full)	5.1	2.2	0.7	11.5	1.0	0.6	4.7	7.1	5.2
C/C(CC(=O)Nc1ccc(Cl)cc1C(F)(F)F)=N\NC(=O)c1ccccn1	-0.5	1.7	11.7	20.7	-10.0	-1.5	-14.6	-0.5	15.6
Cc1cccc(N(CC(=O)Nc2ccccc2-c2ccccc2)S(=O)(=O)c2ccccc2)c1C	-2.8	0.6	12.4	16.7	15.8	-3.1	4.5	10.5	21.7
COCCc1ncc(CN2CCC(C(=O)Nc3ccc(-n4cccn4)cc3)CC2)cn1	-1.7	-1.3	10.5	33.1	-5.7	-0.2	6.8	-5.2	1.5
Cc1cc(N2C(=O)c3ccc(C(=O)Nc4ccc(O)cc4C(=O)O)cc3C2=O)no1	-6.1	-1.0	9.3	-11.1	-8.5	0.3	11.9	8.9	3.6
COc1cccc(CNCc2ccc(OC)cc2OC)c1	-3.0	0.4	11.1	5.0	-8.6	-1.8	2.6	7.8	-9.6
CC1(C)CC(=O)CC(C)(C)N1OC(=O)c1ccccn1	-0.6	-1.8	-2.3	9.7	-8.9	-1.8	-4.6	-8.5	13.8
Cc1cccc(NC(=O)CN2CCN(CC(=O)NCC3(N4CCCCC4)CCCCC3)CC2)c1C	-3.4	-0.3	7.2	-24.2	-3.1	12.8	30.2	3.8	-66.0
CCSc1nc2c(c(=O)[nH]1)C(c1ccccn1)C1=C(CC(C)(C)CC1=O)N2 (stereo not given)	-1.4	-1.9	-19.0	9.0	-13.5	-3.7	-3.1	5.8	0.7
c1ccc(C2=Nn3c(nnc3-c3ccco3)SC2)cc1	-2.2	-1.5	17.9	28.2	-4.0	-4.7	0.2	4.0	6.0
O=C(COc1ccc(/C=N/NS(=O)(=O)c2ccccc2)cc1)N1CCOCC1	-5.4	-0.2	0.4	3.4	-14.9	-2.1	-6.0	-3.8	5.1
COc1cc(/C=N/NC(=O)CNc2n[nH]c(=O)[nH]c2=O)ccc1O	-2.4	1.5	13.8	-12.2	-3.7	-2.8	-6.0	2.4	15.0
O=C1CCC2=C(CCCC2=O)N1	-0.9	0.7	-5.6	13.7	-1.6	0.7	23.8	-3.5	2.4
CC(C)CCNC(=O)C(c1ccncc1)N(C(=O)Cn1nnc(-c2ccc(F)cc2)n1)c1ccccc1F (stereo not given)	-1.9	-0.1	12.8	-15.0	8.4	-5.2	-1.2	2.7	5.6
O=C(Nc1cccn(Cc2cccc(F)c2)c1=O)NC1CCCCC1	-4.7	-2.2	0.5	19.3	3.4	-1.3	9.4	-0.2	15.4
CCCCn1c(N)c(N(CCOC)C(=O)c2ccc(S(=O)(=O)N3CCCCC3)cc2)c(=O)[nH]c1=O	-0.1	1.7	2.5	11.7	-5.6	6.0	17.0	1.2	0.1
COc1ccc(Cn2cc(C(=O)O)c(=O)c3ccccc32)cc1	-0.1	-3.1	-5.8	7.0	-1.8	-0.5	8.2	3.2	7.1
O=C(NCC#CCOCc1ccccc1)c1ccccc1	0.7	-0.6	6.8	0.5	-12.8	-3.9	2.8	4.0	5.0
CCc1ccc(NC(=O)c2cc(C(C)C)on2)cc1	3.2	1.6	-14.1	-130.5	-0.1	-4.8	15.9	-5.9	34.6

Quoted from above for reference:
SMILES	XBP1 UPR activ	CHOP UPR activ	CCR6 antag	Mdm2 MdmX PPI	EBI2 antag	APJ agonist	APJ antagonist	CXCR6 block	tim23-1 inh
COc1ccc(C(C)(C)C)cc1S(=O)(=O)N1CCC(C(N)=O)CC1	3.0	0.4	1.8	-12.3	4.2	-2.5	2.6	5.0	3.7
Cc1cc(NC(=S)N(CCCN2CCOCC2)Cc2ccco2)ccc1Cl	-3.0	0.8	20.7	14.1	-12.4	-1.0	2.0	-13.0	19.2
O=C(CCC(=O)c1cccs1)OCC(=O)c1ccccc1	-2.9	0.5	6.8	3.3	-3.1	-3.2	2.2	-3.6	17.1
Cc1ccc(C(=O)CC2(O)C(=O)N(Cc3ccccc3)c3ccccc32)o1 (stereo not given)	-2.9	-1.8	1.0	-0.1	6.4	-2.0	4.1	8.2	10.7
CCOC(=O)c1cnc(SCC(=O)N2CCN(C(=O)c3ccco3)CC2)nc1N	-1.4	0.2	7.0	4.8	2.2	-3.6	8.0	-1.7	5.2
CC(C)SCC(=O)Nc1ncc2c(n1)-c1ccccc1CC2	-1.0	1.3	-6.3	9.4	-5.4	3.2	-48.6	-14.6	6.0
COc1cccc(C(=O)Nc2nnc(S(=O)(=O)N3CCCCC3)s2)c1	5.7	-2.2	1.2	17.1	-4.9	-3.1	4.1	0.7	15.8
C[C@]12c3[nH]c4ccccc4c3CCN1C(=O)C(CC(=O)NCC13CC4CC(CC(C4)C1)C3)C[C@@H]2C(=O)N1CCOCC1 (stereo not given in full)	5.1	2.2	0.7	11.5	1.0	0.6	4.7	7.1	5.2
C/C(CC(=O)Nc1ccc(Cl)cc1C(F)(F)F)=N\NC(=O)c1ccccn1	-0.5	1.7	11.7	20.7	-10.0	-1.5	-14.6	-0.5	15.6
Cc1cccc(N(CC(=O)Nc2ccccc2-c2ccccc2)S(=O)(=O)c2ccccc2)c1C	-2.8	0.6	12.4	16.7	15.8	-3.1	4.5	10.5	21.7
